PMI inhibition: human PMI inhibitors, high substrate, primary screen, biochemical, fluorescence intensity, high mannose 6-phosphate (AID 1220). 190,000 tested, 0.66% active. inhibition, % at 20 µM, or IC50 in µM where a hit was titrated. recombinant PMI enzyme, coupled fluorescence intensity; higher % means a stronger effect
ER stress rescue: protection against thapsigargin-triggered cell killing – 384-well, CSM14.1, ATP luminescence, primary screen (AID 1222) | CSM14.1 thapsigargin-induced death rescue, ATP luminescence; higher % means a stronger effect | cellular ATP content (survival), % at 20 µM; hits with a dose series show EC50 in µM | 190,000 tested, under 10 active;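 active = EC50 below 50 µM in the dose-response confirmation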;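 note: death triggered by thapsigargin at about 15 µM added after 2 h compound pretreatment; cell ATP read after overnight thapsigargin exposure of roughly 18 to 22 hours; normalized against plate controls of thapsigargin alone and 5% DMSO vehicle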
TNAP activators: human TNAP enzyme activators, primary screen, biochemical, luminescent, no phosphate acceptor, uHTS (AID 1001); 200,000 tested, 0.03% active; purified TNAP, luminescent activation assay, no phosphate acceptor; higher activation fold means a stronger effect; one-dose activation fold at 20 µM; EC50 in µM for titrated hits; in the data active = activation fold from about 3, or a potency from the dose series; inactive = the rest, 99 in 100 with activation fold below about 1.6; note: many of its hits are not listed in these tables
RSV CPE inhibition: inhibition of RSV-induced cytopathic effect – HEp-2 cells, primary 10 µM value included (AID 2391); HEp-2 cells, RSV-induced CPE inhibition; higher % means a stronger effect; CPE inhibition, % at 10 µM; hits with a dose series show IC50 in µM; 310,000 tested, 0.13% active; in the data active = a potency from the dose series; inconclusive = CPE inhibition mostly from about 23% at the one dose, without a potency; inactive = the rest, 99 in 100 with CPE inhibition below about 21%; note: strong numbers were not always called active
Salmonella PhoP GFP: PhoP-dependent GFP reporter repression – Salmonella Typhimurium, primary screen (AID 1863). S. Typhimurium PhoP-regulated promoter GFP reporter, 4 h; higher % means a stronger effect. 300,000 tested, 0.16% active. inhibition, % at 50 µM; hits with a dose series show IC50 in µM;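 active = inhibition over 29.93%, a cutoff 3 SD above the screen mean, later confirmed by dose response; inconclusive = inhibition over 29.93% but no dose response follow-up; inactive = inhibition at most 29.93% or unconfirmed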;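 note: 0% = low Mg2+ inducing control and 100% = high Mg2+ repressing control; strong numbers were not always called active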
Large T inhibition: SV40 large T antigen inhibitors, biochemical (AID 1903). inhibition, % at 20 µM; hits with a dose series show IC50 in µM. SV40 large T antigen ATPase/helicase inhibition assay; higher % means a stronger effect. 310,000 tested, 0.39% active; in the data active = a potency from the dose series; inconclusive = inhibition mostly from about 32% at the one dose, without a potency; inactive = the rest, 99 in 100 with inhibition below about 32%; note: strong numbers were not always called active
West Nile virus CPE: inhibition of WNV-induced cytopathic effect – cell-based, CPE readout (AID 1621); West Nile virus-infected cells, CPE inhibition; higher % means a stronger effect; CPE inhibition, % at 10 µM; hits with a dose series show IC50 in µM; 290,000 tested, 0.02% active; in the data active = a potency from the dose series; inconclusive = CPE inhibition mostly from about 3.7% at the one dose, without a potency; inactive = the rest, 99 in 100 with CPE inhibition below about 2.2%; note: strong numbers were not always called active
Ins promoter up: MIN6 insulin promoter up-regulation; MIN6 insulin promoter-GFP reporter, high-content imaging; hits give high values; z-score at 5 µM; 190,000 tested, 0.3% active; AID 1625;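 active = z-score above 3 at 5 µM with at least 500 cells counted in the well; inconclusive = wells under 500 cells, flagged as cytotoxic or low count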
human PMI inhibition: inhibitors of human PMI, primary screen, biochemical, fluorescence intensity, coupled assay (AID 1209); inhibition, % at 20 µM; hits with a dose series show IC50 in µM; purified PMI enzyme, coupled fluorescence intensity; higher % means a stronger effect; 190,000 tested, 0.42% active;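 note: plate controls were DMSO vehicle for no effect and wells lacking substrate for full effect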
Ins promoter up cell count: second read-out of Ins promoter up, no call of its own (marks repeat the call); cell count; measured here: cytotoxicity, nuclei count;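 total cells summed across four imaged fields per well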
An asterisk follows results filed as active; ? = inconclusive; nt = not tested or not shown. Cut-off read from the data, not from the text of the source, unless noted: active = inhibition above about 50%; inactive = the rest. The order is random (roughly 1.5% active in at least one column).

structure	PMI inhibition	ER stress rescue	TNAP activators	RSV CPE inhibition	Salmonella PhoP GFP	Large T inhibition	West Nile virus CPE	Ins promoter up	Ins promoter up cell count	human PMI inhibition
COc1cccc2cc(C(=O)C3=C(O)C(=O)N(CCN4CCOCC4)C3c3cccc(Cl)c3)oc12 (stereo not given)	nt	nt	nt	3.8%	-5%	11%	-0.9%	nt	nt	nt
O=C(Nc1ccc(F)cc1)C1CCCN(S(=O)(=O)c2cccc3nonc23)C1 (stereo not given)	nt	nt	nt	-0.7%	-6%	7%	-0.1%	nt	nt	nt
CN(C)C(=O)c1cccn1-c1ncc(C(F)(F)F)cc1Cl	-3%	-0.3%	1.1	0.5%	0%	20%	0.0%	0.1	1361	-9%
C/C(=N\NC(=O)c1ccccc1F)c1cccc(NC(=O)c2ccc(C)cc2)c1	nt	nt	nt	2.5%	4%	19%	-0.6%	nt	nt	nt
COc1ccccc1OCc1ccc(C(=O)n2nc(C)c(Cl)c2C)o1	0%	nt	1	2.4%	11%	12%	0.3%	0.04	1205	12%
CCCCCn1c(SCC(=O)CC(=O)OCC)nc2cc(C(=O)N3CCC(C(N)=O)CC3)ccc2c1=O	-10%	-7.1%	1.2	-3.1%	-9%	22%	0.3%	-1.2	1271	-9%
Cc1cccc(-n2c(Cc3cc(=O)[nH]c(=O)[nH]3)nnc2SCC(=O)N2CCc3ccccc32)c1	nt	nt	nt	1.2%	9%	11%	1.9%	nt	nt	nt
CCCOc1ccc(C2c3c(oc4ccccc4c3=O)C(=O)N2CCCN2CCOCC2)cc1 (stereo not given)	-8%	0.8%	1	-1.7%	-7%	22%	0.2%	0.41	1260	3%
Cc1ccc(S(=O)(=O)N2CCC(C(=O)OCC(=O)N(CC(C)C)C3CCS(=O)(=O)C3)CC2)cc1C (stereo not given)	nt	nt	nt	1.8%	-4%	9%	-0.1%	nt	nt	nt
CC(=O)N1CCc2cc(S(=O)(=O)NCCC(=O)N3CCc4ccccc4C3)ccc21	-1%	0.6%	1.1	19%	-1%	7%	-1.9%	-1.7	1288	-2%
O=c1cc(CO)oc(C(Nc2ccccn2)c2cccc(F)c2)c1O (stereo not given)	4%	-1.5%	1	3.5%	3%	-1%	-0.2%	-0.56	1975	9%
COCC(C)NC(=O)NC1(C(F)(F)F)Oc2ccc(Cl)cc2O1 (stereo not given)	12%	1.4%	0.7	10%	-7%	?	-0.1%	0.34	1620	23%
Cc1ccccc1C(=O)N/N=C/c1ccc([N+](=O)[O-])s1	8%	0.5%	0.9	1.1%	5%	13%	-0.7%	nt	nt	-1%
O=c1c2c3c(sc2n2cnnc2n1CCc1ccccc1)CCCC3	10%	-2.5%	1.1	16%	1%	10%	1.1%	-0.23	1791	11%
COc1cccc(NC(=O)c2oc3ccccc3c2NC(=O)C2CC2)c1	7%	-1.2%	1	nt	2%	3%	0.1%	0.1	2008	10%
CCc1cccc2c1NC(=O)C2(O)CC(=O)c1cccs1 (stereo not given)	-3%	-0.2%	1.1	0.8%	-3%	1%	0.0%	-0.48	1445	1%
CSc1ccccc1NC(=O)c1ccc(Br)o1	4%	-3.0%	1.1	0.9%	-5%	18%	0.2%	0.32	1025	4%
CC(=O)Nc1ccc(NC(=O)c2ccccc2CCc2ccccc2)cc1	7%	2.3%	1.1	-1.1%	0%	-9%	-1.1%	0.05	1351	6%
CCc1nc2oc3cc(OC)ccc3c(=O)c2c(=O)n1Cc1ccco1	-6%	-1.3%	1	2.6%	-5%	11%	0.8%	0.68	1292	-20%
NS(=O)(=O)c1ccc(NC(=O)COc2ccc(S(=O)(=O)N3CCCC3)cc2)cc1	nt	nt	nt	1.0%	3%	4%	0.0%	nt	nt	nt
COCCn1c(SCC(=O)N2CCCc3ccccc32)nnc1-c1ccoc1C	-17%	-0.3%	1.1	1.7%	4%	22%	0.8%	nt	nt	-17%
CCn1c(COc2cccc3ccccc23)nnc1SCC(=O)OC1CCCCC1	5%	-1.0%	1	1.3%	3%	1%	-0.2%	0.86	742	18%
COCCNC(=S)N(CCc1c(C)[nH]c2ccccc12)Cc1ccco1	2%	-0.3%	1.1	5.5%	-4%	-1%	-1.3%	-0.99	1449	11%
O=C(COc1ccc2c(C(F)(F)F)cc(=O)oc2c1)Nc1ccc(N2CCOCC2)cc1	1%	-2.5%	0.9	-0.5%	-12%	15%	-0.4%	0.11	1157	13%
O=C(NCc1cccnc1)c1ccc(Cl)c(S(=O)(=O)Nc2ccccc2C(=O)NCc2cccnc2)c1	-1%	-0.4%	1	1.7%	-4%	9%	0.0%	nt	nt	-9%
CCn1ncc(Br)c1C(=O)NC1CCCCCCC1	nt	nt	nt	2.2%	-7%	11%	-0.9%	nt	nt	nt
COc1ccc(C/C(N)=N/n2cnnc2)cc1	3%	-1.7%	1.1	0.3%	3%	17%	-0.2%	nt	nt	-3%
COC(=O)c1cn(-c2ccccc2)nc1-c1ccccc1	4%	2.2%	1.1	5.9%	16%	2%	0.1%	-0.82	964	4%
CC1(C)CC(NC(=O)c2ccc3c(c2)OCO3)CC(C)(C)N1	11%	-1.9%	1.1	0.1%	-8%	-5%	-0.1%	0.82	1099	7%
O=C(c1ccc2ccccc2c1)N1CCN(Cc2ccccc2)CC1	nt	nt	nt	8.0%	-3%	4%	-1.6%	nt	nt	nt
CCOc1ccc(-c2[nH]nc3c2C(c2ccc(O)cc2)C(C#N)=C(N)O3)cc1 (stereo not given)	18%	1.6%	0.9	1.9%	9%	18%	-0.1%	0.66	793	28%
Cc1ccccc1C(=O)NC1CCN(Cc2nnnn2CCc2ccccc2)CC1	-2%	-1.8%	1.1	-1.0%	2%	-5%	-0.1%	-0.67	1218	-3%
COC(CNC(=O)CCc1c(C)nc2c(-c3ccccc3)c(C)nn2c1C)OC	nt	nt	nt	1.5%	6%	3%	-0.6%	nt	nt	nt
Nc1nnc(-c2cccc(F)c2)s1	nt	nt	nt	-0.7%	4%	11%	-0.1%	0.5	1138	nt
CC1CN(S(=O)(=O)c2ccc(C(=O)Nc3nccs3)cc2)CC(C)O1 (stereo not given)	nt	nt	nt	2.8%	-3%	10%	0.2%	0.89	1078	nt
CCS(=O)(=O)c1nc(S(=O)(=O)c2ccc(C)cc2)c(N2CCC(O)CC2)s1	nt	nt	nt	4.7%	-9%	3%	0.6%	nt	nt	nt
CSc1cccc(CNC(=O)C2CCC(=O)N(CCc3ccccn3)C2)c1 (stereo not given)	nt	nt	nt	0.5%	-5%	25%	-0.5%	nt	nt	nt
CCOC(=O)c1c(-c2ccc(Cl)cc2)c(C#N)c(=O)n(N)c1N	11%	-3.3%	1	0.6%	-11%	4%	-0.5%	0.55	1859	8%
CC1CCN(C(=O)CN(Cc2ccc(Cl)cc2)S(C)(=O)=O)CC1	nt	nt	nt	0.3%	0%	6%	-1.8%	nt	nt	nt
Cc1cc(C)c(S(=O)(=O)c2ccccc2)c(N2CCOCC2)n1	-1%	-0.6%	1	1.4%	-1%	18%	0.2%	0	1255	1%
COc1ccc(/C=C/C(=O)NCCN=C2NS(=O)(=O)c3ccccc32)cc1	-2%	-0.2%	1	-1.4%	-5%	-5%	1.5%	0.12	1506	-1%
O=C(C1=C[C@@H](C2CCCCC2)C[C@@H](OCCCCO)O1)N1CCN(Cc2ccc3c(c2)OCO3)CC1	1%	10%	1	0.9%	-5%	4%	-0.1%	0.58	1360	7%
O=C1C2C3C=CC(C4CC34)C2C(=O)N1/N=C/c1c[nH]c2ccccc12 (stereo not given)	4%	-0.3%	1.1	-1.2%	-4%	12%	0.9%	-0.26	1191	-1%
COc1ccc(-c2ccc(Nc3ccc(C(=O)N4CCOCC4)cc3)nn2)cc1OC	-2%	-2.2%	1.1	2.1%	-6%	22%	0.5%	-0.15	1239	-9%
CCCOc1ccc(/C(O)=C2/C(=O)C(=O)N(CCN(C)C)C2c2ccco2)cc1 (stereo not given)	0%	-2.3%	1.1	1.2%	-6%	21%	0.3%	0.52	1176	10%
Cc1ccc(Sc2ncccc2C(=O)NC2CCCCCC2)cc1C	10%	-2.3%	1	0.1%	-2%	7%	-0.6%	-0.18	1415	18%
O=C(Nc1ccc2[nH]c(=O)[nH]c2c1)c1cccc([N+](=O)[O-])c1	nt	nt	nt	0.9%	-4%	45%	-0.7%	nt	nt	nt
Cc1ccc2nsnc2c1S(=O)(=O)N1CCOCC1	-3%	0.1%	1.1	0.6%	-5%	8%	-0.1%	1.9	809	4%
O=C(CS(=O)(=O)c1c[nH]c2ccccc12)N1CCCCC1	11%	-0.9%	1.1	1.1%	7%	14%	0.7%	-0.06	1277	2%
Cc1ccc(-n2c(C)cc(C)c(C#N)c2=O)cc1	14%	-2.2%	1.1	1.6%	-1%	3%	0.3%	nt	nt	7%

More records:
structure	PMI inhibition	ER stress rescue	TNAP activators	RSV CPE inhibition	Salmonella PhoP GFP	Large T inhibition	West Nile virus CPE	Ins promoter up	Ins promoter up cell count	human PMI inhibition
N/C(=N\OC(=O)c1cccs1)C1(c2ccc(Cl)cc2Cl)CC1	nt	nt	nt	4.2%	41%	15%	-0.1%	-0.14	1457	nt
COc1ccc(/C=N/N=C2\CC3CCC2(C)C3(C)C)cc1O (stereo not given)	-4%	-5.0%	1.1	1.5%	-11%	10%	-0.3%	0.08	996	-3%
Cc1ccc(C(=O)CSc2nnc(-c3ccccc3N)n2C)cc1	2%	-1.8%	1.1	5.4%	0%	5%	-0.6%	0.46	1068	4%
OCCC1CN(Cc2cccn2-c2nccs2)CCN1CCc1ccccc1 (stereo not given)	-3%	-1.8%	1	30µM*	8%	12%	-0.7%	0.02	1419	2%
COc1ccc(-c2nc(CS(=O)(=O)CC(=O)NCCCc3ccccc3)c(C)o2)cc1	nt	nt	nt	0.5%	6%	-1%	0.3%	nt	nt	nt
O=C(O)c1cccnc1SC1CC(=O)N(Cc2ccccc2)C1=O (stereo not given)	-7%	-0.5%	1.1	1.8%	7%	1%	-0.4%	-0.9	1314	2%
O=C1CC(c2ccccc2)c2cccc(F)c21 (stereo not given)	nt	nt	nt	0.7%	2%	58%	-0.5%	nt	nt	nt
CC(=O)c1ccc(NC(=O)CN2CCN(c3ccccc3)CC2)cc1	nt	nt	nt	-1.7%	-8%	11%	0.0%	nt	nt	nt
CCSC1=NCCN1C(=O)c1ccc(S(=O)(=O)N(C)C)cc1	6%	-0.5%	0.9	1.1%	5%	6%	0.1%	nt	nt	6%
Cc1ccc(NC(=O)NNS(=O)(=O)c2ccc(Br)cc2)cc1	-8%	-0.8%	1	1.6%	-10%	17%	-0.1%	nt	nt	-6%
O=C(CSc1nccc(=O)[nH]1)NC1CCCc2ccccc21 (stereo not given)	nt	nt	nt	1.0%	-8%	7%	-0.2%	-0.38	1408	nt

Screens (PubChem)
